Assay outcomes: PubChem BioAssay, several laboratories
PvdQ acylase: P. aeruginosa PvdQ acylase inhibition; purified PvdQ acylase, fluorescence plate reader; inhibition, % at 10 µM; 340,000 compounds, 0.063% hits; AID 488965; in the data active means inhibition above about 30%, passing the limit was not always enough; inconclusive means no clear call, values can overlap the other calls;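 further: 0% = vehicle neutral wells and 100% = reference inhibitor wells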
SR-BI uptake up: SR-BI HDL lipid transfer activation; 320,000 compounds, 0.096% hits; CHO ldlA[mSR-BI] cells, DiI-HDL uptake fluorescence, 3 h; 100 = double the neutral-control signal; activation, % at 12.5 µM;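 active means mean replicate activation of at least 60% and every replicate at or above 60%; inconclusive means mean or all-replicate condition met, but not both; inactive means mean below 60% and not all replicates reaching 60%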;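 further: 0% = median plate neutral-control signal and 100% = twice that signal; values of inactives mirror those of a sister screen read the other way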
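Assay system: CHO ldlA[mSR-BI] cells, LDL receptor-null, SR-BI overexpressing; medium: Ham's F12 with 0.5% BSA, HEPES 25 mM, pH 7.4; also added: DiI-HDL 10 µg/mL; timing: 3 h uptake period with compound, 37 °C; signal: DiI fluorescence, bottom read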
PKA-R2B act: activates the human PKA-R2B holoenzyme complex. P22694+P31323. PKA-R2B holoenzyme dissociation, Cy5-IP20 fluorescence polarization; R2B truncated from residue 108, S112A mutant; 0% DMSO only, 100% 113 µM cGMP. activation, % at 11.4 µM. 340,000 compounds, 0.079% hits. AID 504700;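 active means activation above a cutoff set at the mean over all compounds plus 3 SD, cut at about 18% in these data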;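 further: higher means more holoenzyme dissociation and a rise in polarization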
SR-BI DiI inh: inhibitors of mouse SR-BI mediated HDL lipid uptake; Q61009; ldlA[mSR-BI] CHO cells, DiI-HDL uptake fluorescence, 3 h; inhibition, % at 12.5 µM; 320,000 compounds, 0.96% hits;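 active means mean replicate inhibition of at least 70% and a set share of replicates each scoring 70 or more; inconclusive means meets just one of the two criteria; inactive means fails both criteria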;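 further: 0% = median of neutral control wells and 100% = median of positive control wells; values of inactives mirror those of a sister screen read the other way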
NSD2 HMT inh: blocks human histone methyltransferase NSD2; O96028; NSD2 peptide methylation, AlphaScreen, 120 min; inhibition, % at 12.5 µM; 310,000 compounds, 0.54% hits; AID 743445; in the data active means inhibition above about 50%
RTF Ca sens inh: cardiac RTF calcium desensitization. P19429+P45379. inhibition, % at 7.15 µM. 340,000 compounds, 0.12% hits. IANBD-labeled cardiac RTF, Ca2+ fluorescence. AID 493244;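 active means inhibition above the mean inhibition of all tested compounds plus 3 SD, cut at about 17% in these data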;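 further: assay run at fixed EC70 calcium of 1.6 mM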
C-LANA FP: inhibitors of KSHV LANA C-terminal domain DNA binding; MBP-C-LANA/FAM-LBS DNA binding, fluorescence polarization; inhibition, % at 9 µM; 340,000 compounds, 0.078% hits; AID 504423;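 active means highest replicate inhibition at or above 60% at 9 µM, even if other replicates fall short; inactive means all replicates below 60% inhibition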;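 further: 0% = neutral control wells and 100% = 4 µM acridine orange control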
Arrestin-AP2 inh: blocks beta-arrestin peptide binding to AP2 adaptin; inhibition, % at 10 µM; AID 504490; 340,000 compounds, 0.31% hits; FITC-arrestin peptide / GST-AP2 beads, flow cytometry; AP2 beta2 appendage carries R879A mutation;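 active means inhibition above a set limit, near 3 SD of compounds lacking own fluorescence, cut at about 54% in these data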;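 further: plate controls were DMSO wells for no effect and 5 µM unlabelled arrestin peptide for full effect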
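Material – AP2 appendage R879A on GSH beads · Buffer or medium – PBS with 0.05% Tween 20 and 0.1% BSA · Probe or stimulus – fluorescein-tagged arrestin peptide at 50 nM final · Incubation – compound with beads 12 min RT, then probe 1 h RT · Detection – high-throughput flow cytometry of beads, ex 488, em 535 nm · Evaluation – percent response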
Keap1 Nrf2 FP: disrupts human Keap1 binding to Nrf2 peptide; Q14145; Keap1 Kelch-Nrf2 peptide fluorescence polarization, 1536-well; inhibition, % at 9.4 µM; 340,000 compounds, 0.15% hits; in the data active means inhibition above about 12%; inconclusive means no clear call, values can overlap the other calls; inactive means below about 7.3%;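 further: human Keap1 Kelch domain with fluorescein labeled Nrf2 9mer peptide probe; 0% = neutral control wells and 100% = peptide positive control; higher means more block of Keap1 binding to Nrf2 peptide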
DAGLB inhibitor: diacylglycerol lipase beta (human) inhibition. HEK293T DAGLB membrane lysate, EnzChek fluorogenic substrate. inhibition, % at 5.17 µM. Q8NCG7. 340,000 compounds, 0.059% hits. AID 504411; in the data active means inhibition above about 34%;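 further: 0% = enzyme with vehicle and 100% = wells lacking enzyme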
Target sequence (Q8NCG7 whole entry, looked up): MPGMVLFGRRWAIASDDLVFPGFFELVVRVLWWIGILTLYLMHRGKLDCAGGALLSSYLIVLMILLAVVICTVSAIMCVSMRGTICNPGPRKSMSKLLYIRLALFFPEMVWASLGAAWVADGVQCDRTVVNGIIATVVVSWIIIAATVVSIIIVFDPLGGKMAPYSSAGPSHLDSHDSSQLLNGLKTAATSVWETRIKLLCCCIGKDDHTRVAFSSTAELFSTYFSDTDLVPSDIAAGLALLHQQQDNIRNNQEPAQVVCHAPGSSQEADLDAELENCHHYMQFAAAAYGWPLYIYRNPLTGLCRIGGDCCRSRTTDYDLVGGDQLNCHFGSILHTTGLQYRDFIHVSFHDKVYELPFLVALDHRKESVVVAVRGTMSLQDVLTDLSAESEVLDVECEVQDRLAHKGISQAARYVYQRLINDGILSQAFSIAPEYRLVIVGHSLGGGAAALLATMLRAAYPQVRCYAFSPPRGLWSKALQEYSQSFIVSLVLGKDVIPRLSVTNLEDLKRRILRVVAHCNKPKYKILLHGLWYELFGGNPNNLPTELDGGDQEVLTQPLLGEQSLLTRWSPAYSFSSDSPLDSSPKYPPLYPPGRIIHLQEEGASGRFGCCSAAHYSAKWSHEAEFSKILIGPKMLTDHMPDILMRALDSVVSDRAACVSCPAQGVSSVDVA
An asterisk follows results filed as active; u = inconclusive; x = not tested or not shown.

#	Structure	PvdQ acylase	SR-BI uptake up	PKA-R2B act	SR-BI DiI inh	NSD2 HMT inh	RTF Ca sens inh	C-LANA FP	Arrestin-AP2 inh	Keap1 Nrf2 FP	DAGLB inhibitor
1	Cc1nn(-c2ccccc2)c(N)c1N=Nc1cccc(S(=O)(=O)N2CCOCC2)c1	-5	-56	-11	56	-1	-1	-1.1	6	0	5
2	CCOC(=O)Cn1c(=O)oc2cc(S(=O)(=O)NC(C)(C)CC)ccc21	-6	u	4	-119	x	-6	0.3	-15	-4	2
3	C/C(=N\NC(=O)c1ccn(C)n1)c1ccco1	-1	x	-1	x	0	2	-1.0	12	-4	1
4	CC(C)NC(=O)C1CCN(C2CCN(C(=O)Cc3ccc4c(c3)OCO4)CC2)CC1	-8	3	0	-3	1	-5	1.4	-5	-3	-1
5	Cc1noc(/C=C/c2ccco2)c1S(=O)(=O)N1CCC(C(=O)N2CCc3ccccc32)CC1	-25	-43	-7	43	x	-2	-3.1	-8	-10	-10
6	Cc1cc(C(C2C(=O)CC(C)(C)CC2=O)C2C(=O)CC(C)(C)CC2=O)cc(C)c1OC(F)F	0	x	0	x	4	-3	2.5	7	-1	9
7	COc1ccc(S(=O)(=O)NC2CCSc3ccccc32)cc1OC (centres undefined)	-15	4	-3	-4	x	-3	-0.2	-2	-3	1
8	COc1ccc(C(CNC(=O)c2ccc(Br)o2)N2CCN(C)CC2)cc1 (centres undefined)	-7	23	-13	-23	3	-9	0.7	-8	-1	2
9	CN1CCN(S(=O)(=O)c2ccc3ccccc3c2)CC1	-5	11	-3	-11	x	-4	2.7	0	-3	2
10	COc1cc(CCC(=O)N2CC(C)OC(C)C2)cc(OC)c1OC (centres undefined)	-11	10	14	-10	20	-9	1.7	-1	-2	2
11	COc1ccc(C(C)(C)C)cc1NC(=O)COC(=O)CN1C(=O)NC2(CCCCC2C)C1=O (centres undefined)	-24	2	2	-2	0	-3	0.9	2	1	-3
12	O=C(Nc1ccc(S(=O)(=O)N2CCCC2)cc1)c1cnccn1	-11	9	-1	-9	-2	-19	-0.7	-5	1	3
13	C=CCn1c(C(C)NC(=O)c2cccc(C)c2)n[nH]c1=S (centres undefined)	-11	21	0	-21	0	-3	0.1	-1	-2	3
14	CN(C)S(=O)(=O)c1cccc(NC(=S)NC2CCCCC2)c1	-14	-14	0	14	-2	-3	-0.9	-2	-2	0
15	Cc1cccc(C)c1N(CC(=O)N/N=C/c1cc(Br)c(C)o1)S(C)(=O)=O	7	-6	3	6	-2	10	-2.1	2	-6	-2

Next section, starting with the last 2 of the part before.
#	Structure	PvdQ acylase	SR-BI uptake up	PKA-R2B act	SR-BI DiI inh	NSD2 HMT inh	RTF Ca sens inh	C-LANA FP	Arrestin-AP2 inh	Keap1 Nrf2 FP	DAGLB inhibitor
14	CN(C)S(=O)(=O)c1cccc(NC(=S)NC2CCCCC2)c1	-14	-14	0	14	-2	-3	-0.9	-2	-2	0
15	Cc1cccc(C)c1N(CC(=O)N/N=C/c1cc(Br)c(C)o1)S(C)(=O)=O	7	-6	3	6	-2	10	-2.1	2	-6	-2
16	COC(=O)c1cc(NC(=O)c2ccoc2C)cc(C(=O)OC)c1	-11	-53	0	53	-1	-9	2.1	-5	-1	-1
17	CN1CCSc2ccc(C(=O)NCc3ccccc3)cc21	-1	-12	-5	12	x	5	-1.1	-6	-4	0
18	O=C(Cc1ccc(Br)cc1)NNC(=O)c1cccs1	-6	38	-4	-38	-4	6	3.2	0	-4	0
19	CN(C)CCn1c2c(c(SCC(=O)Nc3ccccc3C(F)(F)F)nc1=O)CCCC2	-15	22	-12	-22	x	-6	0.9	2	-6	-1
20	COc1ccc(C(=O)Nc2ccc(-c3cn4ccsc4n3)cc2)cc1S(=O)(=O)N1CCOCC1	-12	-49	8	49	-1	-12	2.9	-13	-2	1
21	COc1ccc2c(c1)[nH]c1c(=O)n(Cc3ccco3)cnc12	3	-9	-1	9	-2	1	-0.4	7	-3	0
22	Cc1c(Cl)cccc1NC(=O)CCN1CCN(C)CC1	-18	4	0	-4	0	3	2.7	3	-2	1
23	OCc1cn(-c2ccccc2)nc1-c1ccc(Br)cc1	4	-20	-13	20	-2	-6	0.5	2	-3	-12
24	CN(C(=O)c1ccccc1C(=O)OCC(=O)c1ccccc1)c1ccccc1	-10	-16	-10	16	0	-3	2.8	-6	7	2
25	N#CCCCSc1nnc(CSc2nc3ccccc3s2)n1-c1ccccc1	-4	-34	-10	34	1	-3	-2.0	-3	-2	1
26	CCOC(=O)N/N=C(/C)c1ccc([N+](=O)[O-])o1	-5	-36	7	36	x	0	-0.8	-7	4	5
27	Cc1cccc2c(=O)c(Br)c(C)n(Cc3ccccc3)c12	8	-22	0	22	1	4	0.6	43	1	-5
28	NC(=O)C1CCCN(C(=O)CCCNC(=O)c2ccc(Cl)cc2)C1 (centres undefined)	-8	21	-3	-21	-1	7	-1.8	3	-2	1
29	CCCc1cc(=O)n2[nH]c(NCc3ccc(OC)c(OC)c3)nc2n1	-8	17	-9	-17	0	-4	0.1	-4	1	0
30	O=C(c1ccccc1)N(Cc1ccc(F)cc1)Cc1nc2ccccc2c(=O)[nH]1	12	2	-16	-2	-1	1	1.6	7	-2	-1
31	O=Cc1cc([N+](=O)[O-])ccc1N1CCN(Cc2ccc3c(c2)OCO3)CC1	-8	-9	-5	9	2	-3	0.7	0	-1	-1
32	Cc1cc(C)n(-c2nc(SCCN(C)C)c3c4c(sc3n2)COC(C)(C)C4)n1	6	-8	-2	8	16	2	-2.8	18	-2	1
33	COc1ccc(NC(=O)CCC2COc3ccccc3O2)c(OC)c1 (centres undefined)	2	x	-18	x	0	7	-0.9	3	-2	-2
34	CCOC(=O)CN1C(=O)Nc2ccc(Br)cc2C1c1ccccc1 (centres undefined)	-1	-6	-7	6	1	6	0.5	20	4	-1
35	Cc1c(/C=C(\CC(=O)O)c2nc3ccccc3s2)cc(C#N)n1C	-11	-10	-6	10	4	4	1.8	-13	-2	0
36	NC(N)=NS(=O)(=O)c1ccc(N/C=C/C(=O)c2ccc(Cl)c(Cl)c2)cc1	-14	7	1	-7	-1	-11	0.8	0	0	0
37	CCOc1ccc(CCNC(=O)COC(=O)c2cccnc2OCC)cc1OCC	10	-32	2	32	3	-6	0.6	2	1	-2
38	Cn1nc(C(=O)Nc2sc3c(c2C#N)CCCC3)ccc1=O	-5	14	10	-14	-3	-12	-2.9	45	3	2
39	O=C(Cc1nn[nH]n1)c1ccccc1O	-14	15	-8	-15	-3	-13	0.3	0	0	-2
40	COC(=O)c1ccc(NC(=O)COC(=O)CSc2nc(C)cc(C)n2)cc1	-4	38	2	-38	x	4	1.4	-2	2	-3
41	Cc1c(NC(=O)c2cc(-c3cccs3)on2)c(=O)n(-c2ccccc2)n1C	7	27	-4	-27	1	-6	-1.1	27	-2	-1
42	Clc1cccc(CN2CCN(Cc3nc(CCc4ccccc4)no3)CC2)c1	-18	10	2	-10	23	-8	-0.6	-36	-2	-10
43	Brc1ccc2ncnc(NCc3ccccc3)c2c1	21	10	-9	-10	-4	2	-1.9	-2	2	-2
44	Cc1ccc(NC(=O)C(Cc2ccccc2)N2C(=O)C3C4CCC(C4)C3C2=O)cc1Cl (centres undefined)	-18	-23	-6	23	1	0	0.3	-11	1	9
45	CCOc1ccc(NC(=O)CN2C(=O)CSC2=O)cc1	-10	2	-4	-2	-2	-3	-0.4	-5	-4	1

Just Keap1 Nrf2 FP and DAGLB inhibitor (4 entries from above):
| no. | molecule | Keap1 Nrf2 FP | DAGLB inhibitor |
| --- | --- | --- | --- |
| 38 | Cn1nc(C(=O)Nc2sc3c(c2C#N)CCCC3)ccc1=O | 3 | 2 |
| 39 | O=C(Cc1nn[nH]n1)c1ccccc1O | 0 | -2 |
| 40 | COC(=O)c1ccc(NC(=O)COC(=O)CSc2nc(C)cc(C)n2)cc1 | 2 | -3 |
| 41 | Cc1c(NC(=O)c2cc(-c3cccs3)on2)c(=O)n(-c2ccccc2)n1C | -2 | -1 |

(next part)
#	Structure	PvdQ acylase	SR-BI uptake up	PKA-R2B act	SR-BI DiI inh	NSD2 HMT inh	RTF Ca sens inh	C-LANA FP	Arrestin-AP2 inh	Keap1 Nrf2 FP	DAGLB inhibitor
46	Cc1ccc2c(CN3CCCc4ccccc43)cc(=O)oc2c1C	-7	-58	-2	58	-1	-44	1.5	-2	0	-12
47	Cc1cc(S(=O)(=O)NC[C@H]2O[C@@H](n3cnc4c(N)ncnc43)[C@H](O)[C@@H]2O)c(C)s1	8	1	-12	-1	x	2	-0.1	12	-4	-1
48	COc1cccc2[nH]c3c(Cl)ncnc3c12	-12	-4	-6	4	-3	-12	2.7	-14	2	-1
49	COc1ccc(-c2nnc(SCc3nnc(-c4cccs4)o3)n2CC2CCCO2)cc1 (centres undefined)	-5	6	2	-6	-1	-11	-0.5	-12	-2	0
50	O=C(N/N=C/c1cccnc1)c1cc(O)c(O)c(O)c1	-10	-9	-7	9	4	-4	15	36	-6	0
